CHO-K1 Ca PAM: nonselective activator or artifact in parental CHO-K1 calcium assay; ATP EC20, Fluo-8 calcium fluorescence; 0% at ATP EC20, 100% at ATP max; activation, % at 3 µM; hit rate 0.02% among 360,000; AID 602247;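 active = activation above the run cutoff, the mean activation of all test compounds plus 3 SD, cut at about 40% in these data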;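 note: peak over basal fluorescence ratio in a 140 s read after ATP addition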
CHRM5 agonist: agonists of human muscarinic M5 receptor (CHRM5) | activation, % at 3 µM | AID 624037 | hit rate 0.19% among 360,000 | CHO-K1 hM5 cells, Fluo-8 calcium fluorescence; 0% DMSO wells, 100% maximal acetylcholine response | P08912;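 active = activation above the run's mean over test compounds plus 3 SD, cut at about 23% in these data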;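 note: signal is peak over basal fluorescence ratio across the kinetic read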
Target sequence (P08912 whole entry, looked up): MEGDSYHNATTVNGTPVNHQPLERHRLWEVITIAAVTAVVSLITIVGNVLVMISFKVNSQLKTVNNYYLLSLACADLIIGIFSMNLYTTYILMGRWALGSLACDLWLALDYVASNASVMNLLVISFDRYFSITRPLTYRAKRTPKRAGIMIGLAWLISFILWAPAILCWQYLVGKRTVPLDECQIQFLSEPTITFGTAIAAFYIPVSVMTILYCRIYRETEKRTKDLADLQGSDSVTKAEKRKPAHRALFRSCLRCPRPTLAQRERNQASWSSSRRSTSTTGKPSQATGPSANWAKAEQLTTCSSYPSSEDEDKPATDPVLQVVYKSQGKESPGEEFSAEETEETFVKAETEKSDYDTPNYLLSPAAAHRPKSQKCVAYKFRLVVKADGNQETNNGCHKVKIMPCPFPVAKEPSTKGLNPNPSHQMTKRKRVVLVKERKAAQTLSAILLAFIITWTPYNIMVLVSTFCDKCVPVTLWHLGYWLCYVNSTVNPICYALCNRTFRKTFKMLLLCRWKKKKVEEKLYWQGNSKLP
TAAR1 antagonist: human TAAR1 antagonism | inhibition, % at 3 µM | CHO RD-HGA16 TAAR1, Fluo-8 calcium fluorescence, antagonist | hit rate 1.5% among 360,000;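 active = inhibition above a per-plate cutoff, the mean inhibition of test compounds on that plate plus 3 SD, cut at about 49% in these data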;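 note: 0% = DMSO plus EC80 beta-PEA response and 100% = DMSO alone without agonist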
Target sequence (Q96RJ0 whole entry, looked up): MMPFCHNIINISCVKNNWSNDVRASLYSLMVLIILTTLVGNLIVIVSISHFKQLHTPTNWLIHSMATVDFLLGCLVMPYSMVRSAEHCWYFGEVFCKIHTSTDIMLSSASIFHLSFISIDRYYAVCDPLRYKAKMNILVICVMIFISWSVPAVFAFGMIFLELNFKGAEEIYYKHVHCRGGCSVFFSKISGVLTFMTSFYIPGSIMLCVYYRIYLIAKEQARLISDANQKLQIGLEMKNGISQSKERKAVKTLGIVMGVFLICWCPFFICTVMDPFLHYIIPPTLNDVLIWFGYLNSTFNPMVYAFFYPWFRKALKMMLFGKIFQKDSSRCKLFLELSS
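Test system: RD-HGA16 CHO cells with stable hTAAR1 and Gα16 / Probe or stimulus: EC80 β-phenethylamine stimulus / Times: seeding 17-24 h prior, 75-min 37 °C, 30-min RT dye loading / Detection: Fluo-8 calcium-sensitive fluorescence / Read-out basis: % inhibition scaled between DMSO and EC80 PEA controls / Repeats: singlicate, one well per test compound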
M5 PAM: CHRM5 positive allosteric modulation. hit rate 0.3% among 360,000. P08912. activation, % at 3 µM. CHO-K1 hM5, Fluo-8 calcium, ACh EC20 PAM; 0% = ACh EC20, 100% = ACh EC100;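 active = activation above the run cutoff, the mean activation of all test compounds plus 3 SD, cut at about 18% in these data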
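Assay system: CHO-K1 hM5 cells / Incubation: Fluo-8 loading 80 min at 37 °C plus 30 min room temperature / Technique: Fluo-8 calcium dye fluorescence, kinetic read / Repeats: single replicate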
CRFR2-BP antag: CRF-BP/CRF-R2 complex antagonism; AID 588475; HEK293 CRF-R2/CRF-BP, CRF-induced calcium fluorescence; hit rate 0.59% among 350,000; inhibition, % at 11.8 µM;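 active = inhibition of the ligand-induced calcium signal above about 50% at the single tested concentration, limit read from the data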
TAAR1 ag: human TAAR1 agonism; Q96RJ0; CHO RD-HGA16 TAAR1, Fluo-8 calcium fluorescence; vehicle wells 0%, saturating PEA agonist 100%; activation, % at 3 µM; hit rate 0.99% among 360,000;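 active = activation above the mean activation of all test compounds in the run plus 3 SD, cut at about 38% in these data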
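test system = CHO RD-HGA16 cells carrying human TAAR1 plus Gα16 | schedule = 17-24 h seeding, 75 min 37 °C dye, 30 min RT | compound dosing = 3 µM single concentration | control set = DMSO and PEA EC100 | replicates = n 1 | signal = Fluo-8 fluorescence, 5 s baseline then 140 s kinetic read | measure = percent activation vs PEA EC100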
CRFBP-R2 agonist: CRF-BP/CRF-R2 complex agonism. HEK293 CRF-R2/CRF-BP, calcium dye fluorescence (FLIPR); percent of saturating CRF peptide response. activation, % at 13.2 µM. hit rate 0.46% among 350,000;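 active = activation of at least 50%, plus an integration ratio under a set limit after plate pattern correction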;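 note: plate controls were neutral control wells without compound for no effect and CRF at EC100 for full effect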
M4 PAM: potentiates acetylcholine response at human M4 receptor | P08173 | activation, % at 3 µM | hit rate 0.4% among 360,000 | CHO-K1 hM4/Gqi5, Fluo-8 calcium fluorescence, ACh EC20; 0% = ACh EC20, 100% = maximal ACh;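 active = activation above its plate's cutoff, the mean activation of sample wells plus 3 SD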; note: some results filed as inactive read as strong as hits
M5 antag: blocks acetylcholine activation of human M5 receptor; CHO-hM5 cells, Fluo-8 calcium fluorescence, ACh EC80; hit rate 0.59% among 360,000; inhibition, % at 3 µM;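 active = inhibition above a per-plate cutoff, the mean of that plate's test compounds plus 3 SD, cut at about 27% in these data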;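 note: 0% = acetylcholine EC80 with DMSO and 100% = DMSO without agonist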
* = called active by the depositor; nt = no result given.

SMILES | CHO-K1 Ca PAM | CHRM5 agonist | TAAR1 antagonist | M5 PAM | CRFR2-BP antag | TAAR1 ag | CRFBP-R2 agonist | M4 PAM | M5 antag
COC(=O)c1cc(NC2c3ncccc3C(=O)N2Cc2ccccc2)cc(C(=O)OC)c1 (stereo not given) | 9 | 1 | 15 | -6 | -25 | 9 | -3.5 | 16 | 4
CCCCOc1ccc(Cc2n[nH]c(=S)n2N)cc1 | 12 | -3 | -7 | -3 | 0 | 0 | -2.8 | 4 | 0
CCc1c(C(=O)Nc2ccc(OC)c(Cl)c2)[nH]c(C)c1C(C)=O | -9 | 6 | 20 | -10 | -5 | 15 | 0.8 | -9 | 3
Cc1nc(C)c(CC(=O)N2CCc3c([nH]c4ccccc34)C2c2ccccn2)s1 (stereo not given) | 17 | -2 | -2 | 4 | -4 | 0 | 0.4 | 7 | -2
Cc1cccc(Nc2ncccc2C(=O)NCc2cccs2)c1C | 0 | 4 | 29 | -2 | -65 | 38* | -0.6 | 19 | 19
COc1ccc(CCNC(=O)c2cc3cc(F)ccc3nc2C)cc1OC | 12 | 8 | -29 | 5 | 1 | 2 | -1.0 | -7 | 3
C[C@H](CO)N1C[C@H](C)[C@@H](CN(C)S(=O)(=O)c2ccccc2)Oc2ccc(NS(=O)(=O)c3ccc(F)cc3)cc2C1=O | 12 | -1 | 8 | -5 | -2 | 7 | -0.7 | -2 | 15
C=CCOc1c(CNC2CCCC2)cc(Cl)cc1OC | 19 | -16 | -36 | -4 | 0 | 0 | -0.3 | -7 | 0
Cc1ccc(Nc2nnc(SCC(=O)Nc3ncc(C(F)(F)F)cc3Cl)s2)cc1 | 10 | -3 | 2 | 1 | -56 | -1 | -2.3 | 8 | 5
O=C(N[C@H]1C/C=C\C[C@@H](CC(=O)N(CCO)Cc2ccccc2)C(=O)NC[C@H](c2ccccc2)OC1=O)OCC1c2ccccc2-c2ccccc21 | 10 | 1 | 7 | -1 | 48 | 3 | 0.3 | 5 | 7
Cc1ccc2nc(NCc3ccccc3)[nH]c2c1 | 12 | -9 | -7 | -6 | -29 | 43* | 5.9 | 0 | -5
COc1ccc(-c2oc3ccc(-c4ccc5c(c4)OCO5)cc3c2C#CC2(O)CCCCC2)cc1 | -2 | 4 | 4 | 3 | -16 | 6 | 0.3 | 1 | 4
C[C@H](CO)N1C[C@H](C)[C@@H](CN(C)S(=O)(=O)c2ccc3c(c2)OCCCO3)OCc2cn(nn2)CCCC1=O | -7 | 0 | -8 | -8 | 13 | 1 | -1.0 | -6 | 14
Cc1ccc(CNC(=O)CCC2CCCN(Cc3cc4ccccc4o3)C2)o1 (stereo not given) | -4 | -19 | -16 | 5 | 27 | -1 | -3.9 | -26 | -15
COC(=O)c1cc(OC)c(OC)cc1NC(=O)c1cc(OC)cc(OC)c1 | -11 | 3 | 10 | -2 | 11 | 0 | -0.4 | -2 | -2
O=C(CSc1nc(O)cc(=O)n1-c1ccccc1)N1CCCCC1 | 14 | 0 | nt | 2 | -19 | nt | -0.3 | 3 | 6
COc1ccc(C2C(C(=O)/C=C/c3ccco3)=C(O)C(=O)N2CCN2CCOCC2)cc1OC (stereo not given) | 14 | 1 | -4 | -4 | -1 | 0 | 6.3 | -1 | 20
CCN1CCc2c(OCC(=O)N3CCC(C)CC3)cccc2C1=O | 8 | 2 | -29 | -6 | -14 | 3 | -0.2 | -8 | 15
CN(C)c1cccc2c(S(=O)(=O)NCc3ccc(S(N)(=O)=O)cc3)cccc12 | 19 | -1 | -20 | -7 | 9 | 0 | -0.7 | -9 | 8
N#Cc1ccc(C23CC4CC(CC(C4)C2)C3)[nH]c1=O | 16 | -6 | -5 | -13 | 9 | -1 | -1.6 | -5 | 3
CC(NC(=O)c1ccco1)C(=O)OCc1cccc(C(F)(F)F)c1 (stereo not given) | 8 | -2 | -5 | 5 | 4 | 3 | -0.5 | 0 | -3
Cc1cccc(C(=O)Nc2cccc3c2CCCC3)c1 | -7 | -13 | 3 | 0 | 29 | -1 | -7.5 | 8 | 7
Cc1nc2cc3ccccc3cc2n1C | 14 | -8 | -12 | -1 | 26 | 0 | -1.1 | 15 | -1
COc1ccc(CNC(=O)C2CCCN2S(=O)(=O)c2ccc(F)cc2)cc1 (stereo not given) | 8 | 0 | -21 | -6 | -2 | 1 | 4.3 | 1 | 2
CCn1c(=S)[nH]c2ccccc21 | 7 | -2 | -14 | 0 | 0 | 7 | -2.5 | 3 | 1
N#Cc1cc(C(=O)c2ccccc2OCC(=O)Nc2ccccc2Cl)cn(C2CCCCC2)c1=O | 10 | -2 | -6 | -6 | -1 | 6 | -2.3 | -5 | 6
Cc1ccc2nc(NC(=O)CSCC(=O)OCC(=O)c3ccccc3)sc2c1 | 10 | 2 | -24 | -19 | -41 | 7 | 2.3 | -18 | 19
Cc1ccc(NC(=O)N2CCC(NC(=O)c3cccc(F)c3)CC2)cc1 | 15 | -2 | -4 | 1 | 1 | 3 | -0.9 | 4 | 14
O=C(/C=C/c1ccccc1[N+](=O)[O-])NCCN1C(=O)S/C(=C\c2ccc(F)cc2)C1=O | 5 | 2 | -15 | 4 | -4 | 3 | -0.7 | -1 | 0
CCCN(CCC)Cc1c(C(=O)N/N=C/C(C)=C\c2ccccc2)nnn1-c1nonc1N | 21 | -4 | -4 | 4 | -1 | -3 | -0.1 | 6 | 2

Four entries already listed, ordered by molecular weight, smallest number first.
SMILES | CHO-K1 Ca PAM | CHRM5 agonist | TAAR1 antagonist | M5 PAM | CRFR2-BP antag | TAAR1 ag | CRFBP-R2 agonist | M4 PAM | M5 antag
Cc1nc2cc3ccccc3cc2n1C | 14 | -8 | -12 | -1 | 26 | 0 | -1.1 | 15 | -1
N#Cc1ccc(C23CC4CC(CC(C4)C2)C3)[nH]c1=O | 16 | -6 | -5 | -13 | 9 | -1 | -1.6 | -5 | 3
COc1ccc(CNC(=O)C2CCCN2S(=O)(=O)c2ccc(F)cc2)cc1 (stereo not given) | 8 | 0 | -21 | -6 | -2 | 1 | 4.3 | 1 | 2
CN(C)c1cccc2c(S(=O)(=O)NCc3ccc(S(N)(=O)=O)cc3)cccc12 | 19 | -1 | -20 | -7 | 9 | 0 | -0.7 | -9 | 8

The listing continues.
SMILES | CHO-K1 Ca PAM | CHRM5 agonist | TAAR1 antagonist | M5 PAM | CRFR2-BP antag | TAAR1 ag | CRFBP-R2 agonist | M4 PAM | M5 antag
COC(=O)c1noc(C)c1-c1ccnn1C(=O)c1ccc(Cl)cc1 | -16 | 1 | -7 | -23 | 16 | 2 | -9.4 | -25 | 12
CSc1cccc(CN2CCN(CCc3ccccc3)C(CCO)C2)c1 (stereo not given) | 17 | -10 | -17 | -8 | -8 | 4 | 0.0 | -13 | 1
N#Cc1nc(-c2ccc(Cl)cc2)oc1NCCc1ccccn1 | 6 | -1 | -10 | -2 | 4 | 45* | -1.0 | 0 | -8
CC1=N/C(=C\c2ccc([N+](=O)[O-])cc2)C(=O)N1c1ccc(Br)c(C)c1 | -6 | 5 | 5 | -9 | 15 | 1 | -1.0 | 3 | 11
Cc1ccc(NS(=O)(=O)c2ccccc2F)cc1S(=O)(=O)N1CCCCC1 | 11 | 5 | 5 | -7 | 1 | 8 | -0.6 | -1 | -8
Cc1noc(C)c1S(=O)(=O)N(C)C[C@H]1Oc2c(NC(=O)Nc3ccc4c(c3)OCO4)cccc2C(=O)N([C@H](C)CO)C[C@@H]1C | 19 | 1 | -15 | -2 | 4 | 0 | 0.1 | 9 | 0
O=C(O)c1cc2nc(-c3cccs3)cc(C(F)(F)F)n2n1 | 14 | -1 | 0 | 4 | -12 | 7 | 2.6 | 5 | -7
C=CCOc1c2ccc(C(=O)NCc3ccc(OC)cc3)cc2nn1C | 4 | 5 | -4 | -6 | 1 | 1 | -0.6 | 7 | 3
CCOC(=O)CN1CC23C=CC(O2)C(C(=O)N2CCN(c4ccc(F)cc4)CC2)C3C1=O (stereo not given) | 9 | 2 | -4 | -1 | -20 | 1 | -2.0 | 8 | 2
Cc1ccc2c(c1)N(Cc1cccc(F)c1)C(=O)C(C)O2 (stereo not given) | -12 | -16 | -18 | -4 | 5 | 3 | -1.2 | -1 | 5
CCCc1n(CC)c2ccccc2[n+]1CC(O)COC1CCCCC1 (stereo not given) | 26 | -5 | -2 | -6 | 2 | 0 | 0.7 | -8 | 0
CC(C)OC(=O)C1C(=O)CC(C)(O)C(C(=O)OC(C)C)C1c1cccc([N+](=O)[O-])c1 (stereo not given) | -3 | -4 | 13 | -4 | 6 | 8 | -0.2 | 9 | -3
O=c1[nH]c2ccc(NCc3ccc(F)cc3)cc2[nH]1 | 3 | 2 | -20 | 2 | -2 | 4 | 0.9 | -2 | 7
COC(=O)CCC(=O)NS(=O)(=O)c1ccc(N=NN2CCOCC2)cc1 | -10 | -3 | -1 | -4 | 7 | 2 | 0.0 | -5 | -5
CCOC(=O)C1CCN(c2nc3ccccc3n2CC(=O)c2ccccc2)CC1 | 13 | -1 | 27 | -2 | 18 | 0 | -0.9 | -1 | 4
O=C(O)c1ccc(-n2nnnc2SCc2ccccc2Br)cc1 | 31 | -5 | -9 | 3 | 16 | 3 | 1.2 | 8 | 3
COc1ccc(-c2[nH]ncc2CN2CCC(OCc3ccccc3)CC2)c(F)c1 | 9 | -4 | -6 | 7 | -57 | 9 | 14 | 6 | -10
COC(=O)COc1ccccc1C(=O)Nc1ccc(OC)cc1 | 2 | -1 | -2 | -4 | -2 | 1 | 1.9 | -1 | 8
CCN(Cc1ccncc1)C(=S)NCc1ccccc1 | 3 | 1 | -13 | -14 | 12 | 1 | 0.0 | -13 | 10
N#Cc1ccc(-c2csc(NC(=O)c3cc(-c4cccs4)nc4ccccc34)n2)cc1 | 3 | 2 | -3 | 15 | 9 | 0 | 2.1 | -2 | -13
CC(=O)NCC(=O)N(Cc1ccco1)C1(C(=O)NC2CCCCC2)CCCCC1 | 11 | -3 | -19 | 0 | 16 | 2 | -0.9 | 3 | -11
CCC(=O)N1CCc2cc(S(=O)(=O)NCCC(=O)N3CC=C(c4ccccc4)CC3)ccc21 | 18 | 3 | 17 | -10 | nt | 4 | nt | -14 | 8
CCOC(=O)N1CCC(NC(=O)c2cc3cc4cc(OC)ccc4nc3o2)CC1 | -2 | -1 | 15 | -6 | 20 | 13 | -0.7 | 1 | -2
CCN(CC)C(=O)/C=C/c1ccc(OC)c(S(=O)(=O)N2CCCCC2)c1 | 20 | 1 | -6 | 8 | -4 | 4 | 1.2 | -3 | 1
Cc1cc(Cl)ccc1OCC(=O)OCC(=O)N1CCC(C(N)=O)CC1 | 10 | 3 | 4 | 2 | 5 | 5 | -0.8 | 3 | 4
N#Cc1ccc(-c2nc3ccc(Cl)cn3c2Cc2cccc(F)c2)cc1 | 6 | -4 | 26 | -11 | nt | 2 | nt | -7 | 2
COc1ccccc1Oc1cc(C#N)c(C#N)cc1-n1nnc2ccccc21 | -10 | -10 | 19 | -8 | 12 | 6 | -1.6 | -5 | 1
